TbREL1 inh: TbREL1 RNA ligase inhibitors, primary screen, biochemical, FRET fluorescence | RNA-editing ligase 1, mitochondrial (Trypanosoma brucei brucei), P86926 | TbREL1 RNA ligation | inhibition, % at 9.66 µM | actives 0.49% (n = 89,000) | AID 1117264, 2014;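 active = inhibition above the mean inhibition across all screened compounds plus 3 SD, cut at about 11% in these data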;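 also: 0% = plate median of test wells and 100% = NSC42067 control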
Target sequence (P86926 whole entry, looked up): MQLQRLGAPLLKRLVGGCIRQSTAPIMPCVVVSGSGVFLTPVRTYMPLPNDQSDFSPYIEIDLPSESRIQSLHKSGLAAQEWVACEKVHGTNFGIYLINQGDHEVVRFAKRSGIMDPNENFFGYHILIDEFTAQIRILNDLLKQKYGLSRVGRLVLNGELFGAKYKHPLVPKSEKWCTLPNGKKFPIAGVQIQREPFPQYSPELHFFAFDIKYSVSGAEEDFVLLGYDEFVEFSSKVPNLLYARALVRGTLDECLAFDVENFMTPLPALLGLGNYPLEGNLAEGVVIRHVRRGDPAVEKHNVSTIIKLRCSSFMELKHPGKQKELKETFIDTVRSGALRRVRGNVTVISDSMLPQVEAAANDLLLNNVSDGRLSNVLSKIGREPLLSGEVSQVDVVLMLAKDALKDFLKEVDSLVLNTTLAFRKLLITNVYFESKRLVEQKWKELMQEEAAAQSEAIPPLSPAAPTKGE
Numbers without * were called inactive. Only part of the results is shown; the hit share may differ from the screen's.

cpd	SMILES	TbREL1 inh
1	O=C(Cc1cccc(NC(=O)C2CCCN(C(=O)CCc3ccccc3)C2)c1)Nc1cccc(C(=O)N2CCCC2)c1 (stereo not drawn)	3
2	Cc1cc2[nH]ncc2cc1NC(=S)NC(=O)c1ccccc1	5
3	CC(C)/C(=N\NS(=O)(=O)c1ccc(Br)cc1)c1cccs1	-2
4	Cc1cc(N2CCN(c3ccccc3)CC2)nc(-c2ccccc2O)n1	1
5	CSc1nc2oc3c(c2c2nncn12)CC(C)(C)SC3	-2
6	O=C(Cn1c(=O)n(CC2CCCO2)c(=O)c2ccccc21)N1CCN(c2ccccc2)CC1 (stereo not drawn)	-6
7	CCN(Cc1cc(=O)n2ccsc2n1)Cc1nc2ccccc2c(=O)[nH]1	6
8	C=CCCN([C@@H](C)C(=O)OC)S(=O)(=O)c1ccccc1Br	-1
9	O=C(COc1ccccc1[N+](=O)[O-])Nc1ccc(Br)cc1	-1
10	S=C1SCN(Cc2ccccn2)CN1Cc1ccco1	2
11	Cc1cc(C)cc(C(=O)O/N=C(\N)c2ccc(Br)cc2)c1	9
12	O=C1CC(c2ccccc2)CN1C(=O)c1ccccc1 (stereo not drawn)	1
13	CCCCC1CC1C(=O)Nc1ccc(OC)c(OC)c1 (stereo not drawn)	-1
14	O=C(COc1ccccc1Cl)NC(=O)NC1CCCC1	-3
15	Cc1c(N(C)S(=O)(=O)c2ccc(Cl)c(C(=O)N3CCC(C(N)=O)CC3)c2)c(=O)n(-c2ccccc2)n1C	-1
16	COc1ccc(-c2nc3scc(-c4ccccc4)n3n2)cc1	1
17	COc1ccc(CSc2nc3ccccc3c(=O)[nH]2)cc1F	-1
18	CCN(CC(=O)NC1CCS(=O)(=O)C1)Cc1nc2c(Br)cc(Br)cc2c(=O)[nH]1 (stereo not drawn)	-1
19	CN1CCN(c2ccc(NC(=O)c3cc(S(N)(=O)=O)ccc3N3CCOCC3)cc2)CC1	-2
20	CC1CCN(c2ccc3c(c2)S(=O)(=O)c2cccc(C(=O)NC4CC4)c2C3=O)CC1	-6
21	O=C(O)C1CC=CCC1C(=O)c1ccccc1 (stereo not drawn)	1
22	CC(=O)Cc1nsc(NC(=O)c2ccc(-c3ccc(Cl)cc3Cl)o2)n1	0
23	O=C(CSc1nnc(CCc2nc3ccccc3[nH]2)n1-c1ccccc1)NCc1ccco1	3
24	CC(O)(c1ccccc1)c1nc(-c2ccc3c(c2)OCO3)cs1 (stereo not drawn)	-1
25	NC(=O)CC12CC3CC(C1)CC(CC(N)=O)(C3)C2	0
26	CCn1c(SCC(=O)NC2CCCCC2)nnc1-c1ccccc1F	0
27	CCOC(=O)Cc1cnc(NC(=O)CSc2nc(N)cc(=O)[nH]2)s1	-1
28	CC(C)CCNC(=O)NC(=O)CSc1nnc(-c2ccccc2F)n1N	0
29	CCOC(=O)c1sc(NC(=O)C2CC(=O)N(c3ccccc3OC)C2)nc1C (stereo not drawn)	-1
30	COc1ccccc1NC(=O)C1=C(C)Nc2nc3ccccc3n2C1c1cccs1 (stereo not drawn)	3

cpd	SMILES	TbREL1 inh
31	O=C(c1cccc([N+](=O)[O-])c1)c1ccccn1	0
32	CC(C)c1ccc(C2NC(=S)NC3=C2C(=O)CCC3)cc1 (stereo not drawn)	-1
33	CC(C)(C)CN1CCNC(=O)C1CC(=O)NCCc1ccccc1C(F)(F)F (stereo not drawn)	-3
34	COCCN=C1S/C(=C\c2cc(C)n(-c3ccc(F)cc3F)c2C)C(=O)N1C	4
35	CCNC(=S)N/N=C1\C(=O)c2cccc3cccc1c23	-2
36	COc1ccc2nc3n(c(=O)c2c1)-c1cc(Cl)ccc1C(=O)NC3Cc1ccccc1 (stereo not drawn)	0
37	COc1cccc(-c2cc(CNC(=O)[C@H]3O[C@@H](n4ccc(N)nc4=O)[C@H](O)[C@@H]3O)no2)c1	1
38	COc1cc(NC(=O)c2ccco2)c(OC)cc1NC(=O)CCC(=O)Nc1cccc(C)c1C	-3
39	COc1ccccc1N1CCN(c2ccc3c(c2)S(=O)(=O)c2cccc(C(=O)NCC4CC4)c2C3=O)CC1	-2
40	Cc1ccc(CC(NC(=O)C2CCCCC2)C(=O)O)cc1 (stereo not drawn)	1
41	CC(=O)c1c[nH]c(C(=O)NC2CCCCCC2)c1	-1
42	Cc1nonc1OCCCNc1ccc([N+](=O)[O-])cc1Cl	1
43	CN(Cc1nccn1C)C(=O)c1cc(COc2cccc(C(F)(F)F)c2)on1	5
44	Cc1cc(C)c(S(=O)(=O)Nc2ccnc(-c3cccnc3)n2)c(C)c1	-2
45	CN(C)c1cccc2c(/C=N/O)ccc(N(C)C)c12	0
46	C#CCN(C[C@@H]1[C@@H](OC(=O)NCc2ccco2)[C@@H](OC(=O)NCc2ccco2)CN(C(=O)OC(C)C)N1C(=O)OC(C)C)S(=O)(=O)c1ccc(C)cc1	-5
47	COc1cc(NC(=O)COc2cc(C)cc3oc(=O)c(C)c(C)c23)cc(OC)c1OC	1
48	CCOC(=O)c1c(-c2ccccc2)oc2ccc(O)c(CN3CCOCC3)c12	-1
49	Cc1ccc(CNc2nc(N)c([N+](=O)[O-])c(Nc3cccc(F)c3)n2)cc1	5
50	S=C1NC(c2cccs2)=CC(c2ccc(Br)cc2)N1 (stereo not drawn)	-1
51	O=C1c2ccccc2C(=O)N1CCC1=CCCCC1	-2
52	O=C(COC(=O)C1CC(=O)N(Cc2ccccc2)C1)c1ccc(Br)cc1 (stereo not drawn)	-2
53	O=C(CSc1nnc(NC(=O)c2c(F)cccc2F)s1)Nc1ccccc1F	0
54	O=C(COC(=O)/C=C/c1ccc(F)cc1)NCc1cccs1	0
55	COc1ccc(N2CN=C3SCC(=O)N3C2)cc1	-6
56	CC1(CCC(=O)N2CCCC(N3CCN(c4cccc(C(F)(F)F)c4)CC3)C2)CC1 (stereo not drawn)	-4
57	CN(CC(=O)NNC(=O)CNC(=O)c1ccccc1F)S(=O)(=O)c1ccc(Cl)cc1	1
58	COc1cc(OC)cc(-c2c(-c3cccs3)c3cc(-c4ccc(OCc5ccccc5)cc4)ccc3n2C)c1	-2
59	Cn1cccc1Cc1nnc(SCC(=O)Nc2ccc3c(c2)OCCO3)n1-c1ccc(F)cc1	-4
60	O=C(CCCOc1ccccc1)NCCc1nc2ccccc2[nH]1	4

4 entries from above, field by field:
39) COc1ccccc1N1CCN(c2ccc3c(c2)S(=O)(=O)c2cccc(C(=O)NCC4CC4)c2C3=O)CC1
  TbREL1 inh = -2
59) Cn1cccc1Cc1nnc(SCC(=O)Nc2ccc3c(c2)OCCO3)n1-c1ccc(F)cc1
  TbREL1 inh = -4
47) COc1cc(NC(=O)COc2cc(C)cc3oc(=O)c(C)c(C)c23)cc(OC)c1OC
  TbREL1 inh = 1
54) O=C(COC(=O)/C=C/c1ccc(F)cc1)NCc1cccs1
  TbREL1 inh = 0

Continuation.
cpd	SMILES	TbREL1 inh
61	CC(Oc1ccccc1)C(=O)N1CCN=C1SCc1cccc(F)c1 (stereo not drawn)	0
62	CNS(=O)(=O)c1cccc(C(=O)OCC(=O)c2cc(C)n(CC3CCCO3)c2C)c1 (stereo not drawn)	-6
63	CCCCc1nnc(NC(=O)CN2C(=O)NC3(CCCCC3)C2=O)s1	-1
64	COc1cc(OC)cc(-c2c(-c3cccs3)c3cc(-c4ccn[nH]4)ccc3n2C)c1	2
65	COCCNC(=O)Cn1c(=O)n(Cc2ccc(C(=O)NCCc3ccc(OC)c(OC)c3)cc2)c(=O)c2ccccc21	-2
66	COc1ccc(/C=N\NS(=O)(=O)c2ccc(Br)cc2)cc1COc1ccccc1[N+](=O)[O-]	-2
67	O=c1ccc2cc(S(=O)(=O)N3CCN(c4ccccc4F)CC3)ccc2o1	2
68	O=C(NC1CCCC1)c1cccc2c1C(=O)c1ccc(/C=C/c3ccccc3)cc1S2(=O)=O	-1
69	C[C@@H](NS(=O)(=O)c1cc(Cl)ccc1F)[C@H](O)c1ccccc1	2
70	CC(C(=O)NC1CCCC1)N(C(=O)c1snc(C(N)=O)c1N)c1ccc2c(c1)OCCO2 (stereo not drawn)	-3
71	C[C@@H]1CCCN1c1cccc2c1S(=O)(=O)N1CC[C@H](C1)O2	4
72	COC(=O)CCCC1=CC2=CC(=O)C(C)(OC(=O)c3cccs3)C(=O)C2=CN1c1ccccc1 (stereo not drawn)	-2
73	COc1ccc(C(=O)NNC(=O)c2cc3ccccc3cc2O)cc1	-5
74	Cc1ccc(S(=O)(=O)Nc2nc3ccc(S(=O)(=O)N4CCCC4)cc3s2)cc1	3
75	Cc1cc(O)cc(=O)n1-c1cccc([N+](=O)[O-])c1	-1
76	COc1ccc(Nc2nccc(OC)c2C#N)cc1	-2
77	Cc1ccc2cc(CN(Cc3cccs3)Cc3nnnn3CC3CCCO3)c(=O)[nH]c2c1C (stereo not drawn)	-1
78	O=C(CCn1cnnn1)NC1CCCN(Cc2ccccc2F)C1 (stereo not drawn)	2
79	Cc1cc(NC(=O)CCCn2nc([N+](=O)[O-])c(Cl)c2C)no1	1
80	N/C(=N\c1nc(CSc2ccc(Cl)cc2)cc(=O)[nH]1)Nc1ccccc1C(F)(F)F	1
81	COc1ccccc1NC(=O)COC(=O)/C=C/c1ccc(OC)c(OC)c1	-1
82	Cc1cccc(N2CCN(C3=NC(=O)/C(=C\c4cn[nH]c4-c4ccccc4)S3)CC2)c1	-2
83	CC(=O)SC(C[N+](=O)[O-])c1cn(C(C)=O)c2ccccc12 (stereo not drawn)	0
84	Clc1ncccc1-c1nnn(-c2ccccc2)n1	2
85	O=C(/C=C/c1cccs1)Nc1ccc(N2CCOCC2)c(S(=O)(=O)Nc2ccccc2Cl)c1	6
86	CCc1ccccc1N(CC(=O)NC(C)C)C(=O)CCC(=O)Nc1nccs1	-2
87	COc1ccc(-c2cc(C(=O)N3CCCC(C(F)(F)F)C3)c3ccccc3n2)cc1 (stereo not drawn)	2
88	O=c1[nH]c(NCCO)nc2c1C1(CCCCC1)Cc1ccccc1-2	-1
89	O=S1(=O)CC(N2CC=CC2)CN1Cc1cn(Cc2ccc(Cl)cc2)nn1 (stereo not drawn)	0
90	COC(=O)c1cc(Cl)c(NC(=O)/C=C/c2ccc(Cl)cc2)cc1OC	-3

Compounds 87–90 from above:
cpd	SMILES	TbREL1 inh
87	COc1ccc(-c2cc(C(=O)N3CCCC(C(F)(F)F)C3)c3ccccc3n2)cc1 (stereo not drawn)	2
88	O=c1[nH]c(NCCO)nc2c1C1(CCCCC1)Cc1ccccc1-2	-1
89	O=S1(=O)CC(N2CC=CC2)CN1Cc1cn(Cc2ccc(Cl)cc2)nn1 (stereo not drawn)	0
90	COC(=O)c1cc(Cl)c(NC(=O)/C=C/c2ccc(Cl)cc2)cc1OC	-3

Next section:
cpd	SMILES	TbREL1 inh
91	N=C1/C(=C/c2cccn2-c2ccc([N+](=O)[O-])cc2)C(=O)N=C2SC=CN12	-1
92	O=C(c1cnc2n(c1=O)CCS2)N(c1ccccc1)C1CCCCC1	0
93	O=C(Nc1ccc(Cl)c(S(=O)(=O)N2CCOCC2)c1)C1CCCC1	1
94	CCS(=O)(=O)c1ccc(-c2cccc(NC(=O)c3ccc(Br)o3)c2)nn1	4
95	Cc1cc(C)c2nc(N(CCN(C)C)C(=O)c3ccc(S(=O)(=O)N(C)CC4CCCO4)cc3)sc2c1 (stereo not drawn)	-4
96	CCCn1c(N)c(N(CCOC)C(=O)c2cccc(F)c2)c(=O)[nH]c1=O	4
97	C(=C\c1ccccc1)/CN1CCN(c2ncnc3c2oc2ccccc23)CC1	1
98	Nc1nc2c(ncn2[C@@H]2O[C@H](CNCC3=Cc4cc(O)ccc4OC3)[C@@H](O)[C@H]2O)c(=O)[nH]1	-3
99	CSc1nnc(C)c(=O)n1COC(=O)c1cc(Cl)ccc1[N+](=O)[O-]	3
100	CCc1nc2ccc(C(=O)Nc3ccc(OC)c(OC)c3)cn2c1N(C)Cc1ccc(N(C)C)cc1	-10
101	CN(Cc1ccc(F)cc1)Cc1nc(CCc2ccccc2)no1	0
102	COC(=O)C1=C(C)N(Cc2ccccc2C(F)(F)F)C(=NCc2ccc(C(F)(F)F)cc2)NC1c1cccc(F)c1 (stereo not drawn)	14*
103	CC(C)(C)n1nc2c(c1NC(=O)c1ccc(S(=O)(=O)N3CCCC3)cc1)CS(=O)C2 (stereo not drawn)	0
104	COc1ccc(C2=NN(C(=O)CSc3nc(=O)n4ccc(C)cc4n3)C(c3ccc(C)cc3)C2)cc1 (stereo not drawn)	2
105	CCCCN(C(=O)c1ccc(Cl)cc1)C1CC2CCC(C1)N2C (stereo not drawn)	0
106	O=C(CN1CCN(C(=O)N2CCCCC2)CC1)Nc1ccc(F)cc1	2
107	Cc1ccc(CN2C(=O)CCC2C(=O)NCCCN2CCCCC2C)cc1 (stereo not drawn)	5
108	COc1ccc(-c2nc(N)nc(N)n2)c(O)c1	2
109	COc1ccc(N=C2C(=O)Nc3c(C)cccc32)cc1	-2
110	O=C(N[C@H](C(=O)N1CCC[C@H]1C(=O)NC1CCCC1)C1CCCCC1)c1ccc(Cl)cc1Cl	-4
111	O=C(NCc1ccccc1Cl)c1cc2c(s1)CS(=O)(=O)C2	1
112	NS(=O)(=O)c1ccc(CCNC(=O)COC(=O)c2nc(Cl)ccc2Cl)cc1	7
113	C[C@H]1CN([C@@H](C)CO)C(=O)c2cc(Br)cnc2O[C@H]1CN(C)C(=O)c1cccnc1	0
114	Cc1ccccc1CN1[C@@H](CC2CCCCC2)COCCS1(=O)=O	-1
115	CCN1CCN(C(c2ccccc2OC)c2nnnn2C2CCCCC2)CC1 (stereo not drawn)	1
116	Cc1ccc2[nH]c3c(N4CCN(Cc5ccccc5)CC4)ncnc3c2c1	5
117	N#Cc1ccc(N2CCN(c3ccc(F)cc3)CC2)cc1	8
118	CC(C)(C)C(=O)Nc1ccc(C(=O)COC(=O)c2ccccn2)cc1	0
119	CCCCC(CC)C(=O)Nc1ccc(Nc2ccccc2)cc1 (stereo not drawn)	-1
120	CN1CCCCC(NC(=O)c2ccc(F)c(F)c2)C1=O (stereo not drawn)	0
121	CCCNC(=O)COc1nc2ccccc2nc1N1CCOCC1	-1
122	COC(=O)c1nn(-c2cccc(C)c2)c2nnc(Cc3ccccc3)c(=O)n12	5
